KOR beta-arrestin-1: KOR agonists, beta-arrestin recruitment, primary screen, cell-based, luminescence, uHTS (AID 1777); KOR beta-arrestin recruitment, luminescence; higher % means a stronger effect; activation, % at 10 µM, or EC50 in µM where a hit was titrated; 280,000 tested, 0.02% active; in the data active = activation above about 50%, passing the limit was not always enough; note: a part of the inactive calls stands beside numbers as strong as those of hits
P. falciparum M1AAP: P. falciparum M1AAP inhibitors, biochemical, fluorogenic H-Leu-NHMec substrate, 1536-well (AID 1445); 220,000 tested, 0.42% active; recombinant M1AAP, H-Leu-NHMec fluorogenic kinetic assay; higher % means a stronger effect; one-dose inhibition, % at 30 µM; IC50 in µM for titrated hits;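 active = primary inhibition above the hit cutoff, then over 50% inhibition at one or more dose response concentrations, cut at about 23% in these data, passing the limit was not always enough; inconclusive = conflicting primary data, or primary hits not chosen for dose response; inactive = low primary inhibition, or under 50% at every dose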;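 note: plate controls were DMSO full reaction for no effect and no enzyme background for full effect; strong numbers were not always called active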
GPR55 activation: GPR55 agonists via beta-arrestin recruitment, primary screen, imaging, U2OS cells, beta-arrestin-GFP redistribution (AID 1961); U2OS GPR55 beta-arrestin-GFP redistribution imaging; higher % means a stronger effect; activation, % at 10 µM; hits with a dose series show EC50 in µM; 290,000 tested, 0.048% active;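 active = activation above 40% with more than 50 cells counted in the well; inconclusive = wells holding fewer than 50 cells, flagged as toxic or sparse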;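 note: U2OS osteosarcoma cells stably expressing GPR55 and beta-arrestin-GFP; plate controls were DMSO negative control for no effect and LPI positive control for full effect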
Dynein transport: dynein cargo transport inhibition | z-score, hits read low | 3617.4 mouse cells, GR-EGFP nuclear translocation imaging; test concentration mostly 20 µM; stimulated with dexamethasone, 1 µM; hits give low values | 220,000 tested, 0.47% active;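 active = plate z-score of nuclear minus cytoplasmic receptor signal below a set negative limit, without overly bright fluorescence or cell loss, cut at about -3.5 in these data, passing the limit was not always enough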;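 note: z-score of nuclear minus cytoplasmic ring GR-EGFP intensity difference per well; some compounds called inactive have numbers as strong as hits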
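medium = tetracycline-free induction medium containing charcoal-stripped FBS | also added = 1.0 µM final dexamethasone stimulus | schedule = 48 h induction, 1 h compound, 30 min dex at 37 °C | technique = fixed, Hoechst-stained cells imaged at 10x for EGFP | measure = GR-EGFP nuclear translocation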
KOR beta-arrestin-2: kappa opioid receptor blockers – cell-based, luminescence, uHTS (AID 1778); 290,000 tested, 0.091% active; KOR beta-arrestin recruitment, luminescence, antagonist mode; higher % means a stronger effect; inhibition, % at 10 µM; hits with a dose series show IC50 in µM; note: strong numbers were not always called active
NOD2 inhibition: NOD2 signaling inhibitors, cell-based, luminescence, uHTS, HEK293 (AID 1566); HEK293 NOD2/NF-kB luciferase reporter, luminescence; higher % means a stronger effect; inhibition, % at 4 µM, or EC50 in µM where a hit was titrated; 290,000 tested, 0.63% active; note: many of its hits are not listed in these tables
NOD1 inhibition: inhibition of NOD1-driven NF-kB reporter – cell-based, luminescence, uHTS, primary screen (AID 1578) | NOD1-driven NF-kB luciferase reporter cells, luminescence; higher % means a stronger effect | one-dose inhibition, % at 4 µM; EC50 in µM for titrated hits | 290,000 tested, 1% active; in the data active = inhibition mostly above about 36%, no sharp cut-off; inactive = mostly below about 34%;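 note: HEK-293T reporter cells stimulated with the NOD1 agonist gamma-tri-DAP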
P. falciparum M17LAP: P. falciparum M17LAP inhibitors, primary screen, biochemical, fluorogenic H-Leu-NHMec substrate, 1536-well (AID 1619) | recombinant M17LAP, H-Leu-NHMec fluorogenic kinetic assay; higher % means a stronger effect | inhibition, % at 30 µM, or IC50 in µM where a hit was titrated | 220,000 tested, 0.38% active;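 active = compound inhibiting the enzyme by more than half at any dose during confirmatory dose-response retesting; inconclusive = strong single-dose inhibitors picked by rank but not retested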;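 note: plate controls were full reaction with DMSO carrier for no effect and no enzyme background for full effect; strong numbers were not always called active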
AID2073: inhibitors of Mint1-CaV2.2 protein interaction, biochemical, HTRF (AID 2073); HTRF protein-protein interaction, Mint1-CaV2.2; higher % means a stronger effect; inhibition, % at 20 µM, or IC50 in µM where a hit was titrated; 290,000 tested, 0.19% active; in the data active = inhibition mostly above about 51%, no sharp cut-off; inconclusive = no clear call, values can overlap the other calls; inactive = mostly below about 53%; note: some results filed as inactive read as strong as hits
Dynein transport cytoplasmic EGFP: further read-out of Dynein transport, marked with its call; z-score; measured here: cytoplasmic GR-EGFP intensity; hits give high values
Dynein transport nuclear GR-EGFP: second read-out of Dynein transport, no call of its own (marks repeat the call); z-score; measured here: nuclear GR-EGFP intensity;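 lower value marks the stronger effect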
Dynein transport cell count: also measured in Dynein transport; calls as there; z-score; measured here: cell count per field
Starred values were filed as active, the others as inactive; ? = inconclusive; . = not tested or not shown; [ ] = remark or other dose. Cut-off read from the data, not from the text of the source, unless noted: active = inhibition above about 50%; inactive = the rest.

mol,GPR55 activation,Dynein transport,AID2073,Dynein transport cytoplasmic EGFP,KOR beta-arrestin-2,Dynein transport nuclear GR-EGFP,Dynein transport cell count,P. falciparum M17LAP,NOD2 inhibition,P. falciparum M1AAP,NOD1 inhibition,KOR beta-arrestin-1
Cc1[nH]c2c(Cl)cccc2c1CCNC(=O)C1CCCCC1C(=O)OCC(F)(F)F (stereo not drawn),-0.3%,0.6,-4%,-0.2,29%,0.7,-0.62,3%,9%,0%,-16%,-3.7%
O=C(CCn1nc(-c2ccc(Cl)cc2)c2ccccc2c1=O)NN1CCOCC1,-0.1%,0.2,-4%,-0.22,12%,-0.16,0.43,1%,20%,1%,-8%,-2.8%
COc1ccc(C2CC(=O)Oc3ccc(C(C)(C)C)cc32)cc1 (stereo not drawn),0.4%,.,12%,.,-27%[20 µM],.,.,.,-29%,.,-19%,-2.5%
Cc1[nH]c2ccccc2c1C(=O)C(=O)N(C)C1CCCCC1,-0.1%,.,13%,.,25%,.,.,.,12%,.,-24%,1.0%
CCOC(=O)C(CCCOc1ccc(C(C)CC)cc1)C(=O)OCC (stereo not drawn),0.3%,1,-2%,-0.31,-16%,0.1,0.87,2%,11%,5%,45%,-2.4%
COc1ccc(CCNC(=O)CNS(=O)(=O)c2ccc(Br)s2)cc1OC,-0.1%,-0.21,-1%,-0.2,-39%,0.37,0.68,-10%,17%,3%,3%,4.3%
O=C(Nc1cccnc1)c1cc2cc(Br)ccc2o1,0.4%,.,3%,.,-19%[20 µM],.,.,.,-97%,.,-73%,2.0%
Cc1ccc2occ(/C=N/NC(=O)[C@@H](N)Cc3ccccc3)c(=O)c2c1,0.0%,-0.59,14%,-0.15,0%,0.048,0.91,-1%,18%,10%,12%,4.2%
COc1ccccc1CCc1nnc(CCC(=O)NCCCOc2cccnc2)o1,-0.3%,-0.1,-3%,-0.32,22%,-0.25,0.47,-4%,-19%,-7%,-35%,-4.4%
CN(C(=O)COC(=O)CNC(=O)c1ccccc1Cl)c1ccccc1,-0.2%,0.14,-8%,-0.29,-12%,0.52,0.11,0%,16%,0%,8%,0.7%
CC(C)NC(=O)CCS(=O)(=O)c1ccc(Br)s1,0.2%,2.8,-8%,-0.22,-11%,1.9,-1.4,-4%,8%,1%,-29%,-1.5%
CC1(C)CC(=O)C(C(C2=C(O)CC(C)(C)CC2=O)c2ccc(O)c([N+](=O)[O-])c2)=C(O)C1,-0.2%,-0.27,30%,-0.29,-30%[20 µM],-0.23,-0.044,2%,16%,6%,-29%,.
COc1ccccc1N1CCN(c2ccc([N+](=O)[O-])nc2)CC1,0.2%,-1.8,-6%,-0.2,14%,-0.99,1.1,-5%,3%,4%,-28%,-2.4%
CCN(CC)c1ccc(C=Nc2ccccc2C)c(O)c1,-0.1%,0.72,8%,-0.21,-14%,0.55,-0.064,18%,7%,7%,-19%,0.1%
C=C(C)CNC(=S)Nc1sc2c(c1C(=O)OCC)CC(C)(C)OC2,-0.2%,-0.48,-16%,-0.11,20%,-0.34,-0.74,6%,13%,2%,-2%,-3.6%
C=CCn1c2ccccc2c2nnc(SCC(=O)Nc3cc(C)on3)nc21,-0.1%,-0.47,8%,0.68,-7%,-0.34,0.46,3%,17%,2%,-9%,0.1%
N#C/C(=C\c1ccc(-c2ccccc2[N+](=O)[O-])o1)C(=O)N1CCOCC1,0.0%,-0.92,8%,-0.31,-21%,-0.39,0.78,10%,13%,8%,-28%,1.0%
CC(C)NC(=O)C(=O)NNC(=O)C12CC3CC(CC(C3)C1)C2,-0.3%,.,-2%,.,29%,.,.,-7%,4%,-5%,-12%,2.3%
CCOC(=O)c1c(-c2ccccc2)csc1NC(=O)c1cccc(N2C(=O)CCC2=O)c1,0.1%,0.88,?,-0.21,-29%,0.71,-0.086,2%,2%,11%,12%,4.4%
O=C(N/N=C/c1ccnc2ccccc12)c1ccccc1O,0.4%,.,1%,.,-21%,.,.,.,-127%,.,-15%,6.4%
O=C1Nc2cc(C(=O)N3CCN(c4ccccn4)CC3)ccc2S/C1=C\c1ccccc1,-0.1%,.,-17%,.,-4%,.,.,.,.,.,.,8.4%
Cc1cccc(NC(=O)CN2C(=O)S/C(=C\c3ccc(O)c([N+](=O)[O-])c3)C2=O)c1,0.6%,-0.7,7%,-0.2,12%,-0.49,0.94,9%,-18%,22%,-5%,-3.8%
COC(=O)NNC(=O)COc1ccc(Br)c(C)c1,-0.1%,-0.38,1%,-0.12,-19%,0.14,0.35,-2%,14%,7%,-9%,-1.7%
O=C(NC(=S)NCCc1ccccc1)c1ccccc1,-0.1%,0.28,-2%,-0.22,4%,0.6,-0.11,2%,-20%,23%,-31%,-0.1%
COc1ccc(C(=O)N2CCCC(c3nc(-c4ccc(OC)c(OC)c4)no3)C2)c(OC)c1 (stereo not drawn),-0.1%,-0.31,46%,-0.31,17%,0.15,0.54,5%,18%,-10%,-15%,1.4%
COc1cccc(C(=O)COc2ccccc2-c2ccccc2)c1,0.1%,-0.048,3%,-0.25,14%,0.042,1.1,2%,-1%,-1%,-9%,2.3%
COc1cc(-c2c(NC(=O)c3ccco3)oc3ccccc3c2=O)cc(OC)c1OC,0.2%,.,13%,.,-13%,.,.,.,-8%,.,-2%,-2.7%
Cc1ccc(OCC(O)Cn2c(N3CCCCC3)nc3c2c(=O)[nH]c(=O)n3C)cc1C (stereo not drawn),0.4%,.,-5%,.,-40%,.,.,.,3%,.,-15%,-1.3%
CCC(=O)Nc1ccc(Oc2ccc(NC(=O)CC)c(NC(=O)CC)c2)cc1,-0.3%,-0.55,-10%,-0.37,-7%,-0.35,0.89,12%,1%,-1%,-22%,-0.7%
CC(CN1CCN(C)CC1)OC(=O)c1ccc(Cl)cc1 (stereo not drawn),-0.3%,-0.68,1%,-0.1,-17%,-0.37,0.68,0%,9%,0%,1%,-3.8%
Cc1ccc2nc(CCCc3nc4ccc(C)cc4[nH]3)[nH]c2c1,0.5%,.,0%,.,-41%[20 µM],.,.,.,32%,.,-22%,-4.1%
COc1cc(N2CCOCC2)ncn1,-0.1%,0.11,1%,-0.19,-18%,0.4,-0.66,4%,20%,6%,2%,2.9%
Cc1ccc(-c2ccc(=O)n(CC(=O)NCC3COCCO3)n2)cc1 (stereo not drawn),0.5%,.,6%,.,-13%,.,.,.,-10%,.,-37%,2.3%
CC(C)(C)c1ccc(C2=CSC3=NCCN23)cc1,0.4%,.,10%,.,-44%[20 µM],.,.,.,5%,.,-21%,-0.4%
NC(=O)c1ccc(NC(=O)CCC(=O)N2CCN(S(=O)(=O)c3ccc(Cl)cc3)CC2)cc1,-0.2%,0.77,7%,-0.26,43%,0.31,0.5,-6%,-4%,-4%,-6%,1.2%
COc1c(S(=O)(=O)NCCCn2ccnc2)ccc(Cl)c1Cl,0.5%,.,0%,.,10%,.,.,.,-6%,.,-11%,-2.1%
CCn1nc(C)cc1C(=O)Sc1cccc(Br)c1,2.0%,-4*,-41%,1*,17%,-1.7*,-0.68*,-4%,17%,-1%,-12%,-0.2%
CCOC(=O)c1sc(=S)n(C)c1NC(=O)c1ccccc1C,-0.5%,-0.16,-13%,-0.15,4%,0.36,0.37,35%,-19%,-1%,-32%,0.2%
COc1cc(/C=N\NC(=O)CNC(=O)C2COc3ccccc3O2)ccc1O (stereo not drawn),0.1%,0.73,-5%,-0.015,7%,0.2,0.047,10%,2%,-2%,-28%,-0.3%
CC(=O)Nc1cc(N=Cc2ccc(O)cc2O)c(Cl)cc1Cl,0.3%,-0.46,46%,-0.095,-22%,-0.29,-0.12,11%,-2%,21%,-37%,2.1%
CCOC(=O)C1CCN(C(=O)c2ccc(CNS(=O)(=O)c3ccc(C)cc3)cc2)CC1,0.6%,0.67,-3%,-0.28,22%,0.26,-0.13,-3%,7%,6%,-14%,7.3%
CC(C)CC1c2[nH]c3ccccc3c2CCN1CCCn1cccn1 (stereo not drawn),0.0%,-1,4%,-0.25,-16%,-0.37,0.82,-4%,4%,5%,-53%,1.1%
O=C(CCl)Oc1ccc2occ(C(=O)c3cccs3)c2c1,-0.1%,-0.2,0%,0.18,-13%,0.23,0.52,2%,-15%,2%,-53%,-3.7%
O=C(O)CSc1nnc(CNc2ccccc2Cl)n1-c1ccccc1,-0.2%,0.14,-1%,-0.2,-2%,-0.13,0.16,-2%,-11%,1%,-7%,3.2%
CC1=NN(C(N)=S)C(=O)C1N=Nc1cccc(C)c1 (stereo not drawn),0.0%,-0.44,3%,-0.55,-4%,-0.43,0.15,.,-148%,.,24%,-4.5%
O=C(NCc1ccco1)c1ccc(NS(=O)(=O)c2cccc(F)c2)cc1,0.0%,.,17%,.,-12%,.,.,.,0%,.,-19%,4.9%
Cc1nn(C2CCS(=O)(=O)C2)c(C)c1C=O (stereo not drawn),0.0%,0.28,6%,-0.15,-31%,0.28,-0.23,-1%,-1%,1%,-10%,2.8%
CCNc1nc(N2CCCC2)nc(N2CCCC2)n1,-0.1%,-0.16,-13%,-0.32,2%[20 µM],-0.57,0.33,1%,-19%,2%,21%,-3.6%
CCN1C(=O)C(F)(CC)C(=O)c2ccccc21 (stereo not drawn),?,0.98,4%,-0.22,-6%,0.44,-0.25,-7%,1%,5%,-13%,-3.9%

Record cards (already shown):
Shown for `Cc1ccc2nc(CCCc3nc4ccc(C)cc4[nH]3)[nH]c2c1` : GPR55 activation = 0.5%; Dynein transport = .; AID2073 = 0%; Dynein transport cytoplasmic EGFP = .; KOR beta-arrestin-2 = -41%[20 µM]; Dynein transport nuclear GR-EGFP = .; Dynein transport cell count = .; P. falciparum M17LAP = .; NOD2 inhibition = 32%; P. falciparum M1AAP = .; NOD1 inhibition = -22%; KOR beta-arrestin-1 = -4.1%
Shown for `O=C(CCl)Oc1ccc2occ(C(=O)c3cccs3)c2c1` : GPR55 activation = -0.1%; Dynein transport = -0.2; AID2073 = 0%; Dynein transport cytoplasmic EGFP = 0.18; KOR beta-arrestin-2 = -13%; Dynein transport nuclear GR-EGFP = 0.23; Dynein transport cell count = 0.52; P. falciparum M17LAP = 2%; NOD2 inhibition = -15%; P. falciparum M1AAP = 2%; NOD1 inhibition = -53%; KOR beta-arrestin-1 = -3.7%

Screens: PubChem BioAssay, several laboratories

An excerpt, so the mix of outcomes need not match the whole.
